HT1080-NT tox – kills 2HG-producing HT-1080-NT fibrosarcoma cells; HT-1080-NT fibrosarcoma viability, CellTiter-Glo ATP luminescence, 48 h; Potency, µM (top dose mostly 46.1 µM), for the others: at the highest dose activity, negative = less viability, hits mostly cytotoxic; 360,000 tested, 1.6% active; AID 686970;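 note: NT is the 2HG producing partner of a matched IDH1 knockdown line; potency is the fitted concentration of half-maximal effect; 0% = DMSO-treated cells and -100% = media-only wells without cells; nearly all actives have a fitted effect of over 55% in size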
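Read-out is CellTiter-Glo luminescence after 10 minutes at room temperature, following 48 hours' compound treatment of HT-1080-NT cells (750 cells/well, RPMI, 5% FBS, 37 degrees C).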
GLP-1R agonist – agonists of human GLP-1 receptor; 380,000 tested, 0.007% active; Potency, µM (top dose mostly 45.6 µM), for inactives: at the top dose activation, most hits filed as activators; HEK293 GLP-1R CRE-luciferase, luminescence, 4-6 h; cells express a hypersensitive GLP-1R form; AID 624172; note: potency is the fitted concentration of half-maximal effect; % of control where 0% means no effect
Target sequence (P43220 whole entry, looked up): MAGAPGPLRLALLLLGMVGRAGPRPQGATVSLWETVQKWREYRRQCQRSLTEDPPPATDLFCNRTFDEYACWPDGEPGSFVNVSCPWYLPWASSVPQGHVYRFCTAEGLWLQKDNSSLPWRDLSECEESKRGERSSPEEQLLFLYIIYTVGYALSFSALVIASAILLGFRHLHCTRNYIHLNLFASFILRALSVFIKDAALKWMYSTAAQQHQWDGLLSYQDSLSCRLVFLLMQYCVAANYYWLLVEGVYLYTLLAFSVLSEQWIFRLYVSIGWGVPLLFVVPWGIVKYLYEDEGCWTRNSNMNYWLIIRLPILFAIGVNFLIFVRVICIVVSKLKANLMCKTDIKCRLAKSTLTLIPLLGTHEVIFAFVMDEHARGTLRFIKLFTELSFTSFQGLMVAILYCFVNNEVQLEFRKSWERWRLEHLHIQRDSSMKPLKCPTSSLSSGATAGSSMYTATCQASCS
IL1B secr inh – inflammasome signaling inhibition, IL-1 beta readout. AID 743279. activity change, % at 57.5 µM. 360,000 tested, 4.7% active. THP-1 LPS/ATP IL-1B secretion, AlphaLISA, 16 h; active compounds read low; in the data active = activity change below about -50%; inconclusive = mostly about -30% to -49%; note: % is set by controls: 0 for no effect and ±100 for the full control effect
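THP-1 cells pretreated 1 hr with compounds (up to 57.5 uM final), then stimulated with LPS (250 ng/mL final) plus ATP (1.25 mM final); secreted IL-1B measured by AlphaLISA after 16 hr, decreased signal indicating inhibition.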
HT1080 IDH1KD tx – toxicity to HT-1080 IDH1 knockdown cells (counter line) | 360,000 tested, 2% active | HT-1080 IDH1 knockdown viability, ATP luminescence, 48 h | Potency, µM (titrated, usually from 46.1 µM), for the others: at the highest dose activity, negative = toxicity, hits mostly cytotoxic;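 note: potency is the fitted concentration of half-maximal effect; 0% = DMSO wells and -100% = cell-free medium wells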
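Knockdown cells (IDH1KD HT-1080) received compounds 2 h after plating at 750 cells/well and were kept 48 h at 37 °C in 5% FBS RPMI. A CellTiter-Glo luminescence read gave % activity for curve fitting.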
D3 ag – agonists of human D3 dopamine receptor | P35462 | D3R DiscoveRx beta-arrestin cells, luminescence, 90 min | max activation, % | 410,000 tested, 0.58% active | AID 652048; in the data active = max activation above about 30%; note: 0% is about no effect; mostly tested at two doses, the higher about 12 µM
Target sequence (P35462 whole entry, looked up): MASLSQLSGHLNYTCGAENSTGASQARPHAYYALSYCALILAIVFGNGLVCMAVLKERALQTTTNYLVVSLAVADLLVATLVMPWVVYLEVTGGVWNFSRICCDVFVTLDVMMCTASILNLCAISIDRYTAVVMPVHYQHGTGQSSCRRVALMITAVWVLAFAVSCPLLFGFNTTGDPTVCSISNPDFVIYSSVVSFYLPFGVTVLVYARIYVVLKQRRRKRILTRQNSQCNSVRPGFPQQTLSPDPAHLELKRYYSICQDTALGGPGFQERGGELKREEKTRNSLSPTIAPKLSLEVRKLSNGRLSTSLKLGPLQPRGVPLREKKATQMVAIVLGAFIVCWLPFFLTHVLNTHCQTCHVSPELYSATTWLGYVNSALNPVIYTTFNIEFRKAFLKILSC
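Agonist mode: compounds and dopamine controls were applied to plated cells for 90 min at 37 degrees C after an overnight attachment at 1500 cells/well. Luminescent read-out followed 30 - 60 minutes at room temperature with DiscoveRx detection reagent.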
SW480 rereplic – induces DNA re-replication in SW480 colon adenocarcinoma cells; SW480 DNA re-replication, Hoechst DNA content imaging, 48 h; Potency, µM (doses to about 46.1 µM), for inactives: top-dose re-replication activation, hits mostly activators; 340,000 tested, 1.8% active; AID 624297; note: potency is the fitted concentration of half-maximal effect; % of control where 0% means no effect; nearly all actives have a fitted effect of over 55% in size
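250 cells/well; 23 nL cpd via pin tool; 48 hr, 37 C, 5% CO2; Hoechst 40 min; imager read of total nuclear intensity, ex 405/em 500-530 nm.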
KB-3-1 tox – KB-3-1 parental cell cytotoxicity; KB-3-1 viability, CellTiter-Glo ATP luminescence, 72 h; Potency, µM (series often up to 46.1 µM), for inactives: at the highest dose activity change, negative = cytotoxic, usual class: cytotoxic; 400,000 tested, 1.4% active; note: potency is the fitted concentration of half-maximal effect; % is set by controls: 0 for no effect and ±100 for the full control effect; nearly all actives have a fitted effect of over 60% in size
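72 h, 37 °C compound treatment of KB-3-1 parental cells; CellTiter-Glo added, 10 min, luminescence read. Data corrected against DMSO-only plates and normalized before curve fitting.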
D3 antag – D3 dopamine receptor (human) antagonism | D3R cells, DiscoveRx beta-arrestin luminescence, antagonist mode; active compounds read low | max response, negative = inhibition, % | 360,000 tested, 2.5% active | AID 652054; in the data active = max response below about -50%; inconclusive = no clear call, values can overlap the other calls; note: % is set by controls: 0 for no effect and ±100 for the full control effect; mostly tested at two doses, the higher about 12 µM
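Cells plated overnight at 1500 cells/well, then exposed to library compounds with dopamine controls for 90 minutes at 37 degrees C. DiscoveRx reagent added for 30–60 minutes at room temperature; luminescence read, quantitative HTS format.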
KB-V1 cytotox – KB-V1 MDR subline cytotoxicity; Potency, µM (series often up to 46.1 µM), for the others: at the highest dose activity change, negative = cytotoxicity, hits mostly cytotoxic; 400,000 tested, 3.4% active; KB-V1 MDR cells viability, CellTiter-Glo, 72 h; AID 1347076; note: potency is the fitted concentration of half-maximal effect; % is set by controls: 0 for no effect and ±100 for the full control effect; nearly all actives have a fitted effect of over 60% in size
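Potencies derive from concentration-effect curves fitted to normalized luminescence (CellTiter-Glo) of KB-V1 cells treated for 72 h at 37 degrees C in phenol-red-free DMEM containing 10% FBS.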
* hit, by the source's call; i = inactive; ? = inconclusive; / = no result given; [ ] = remark or other dose. Unless noted, calls come from the whole dose curve; as a rule, active = well fitted curve in the direction sought with a large enough effect; inconclusive = small, poorly fitted or top-dose-only effect, or another doubt; inactive = no such curve, though single readings can be large; an effect the other way counts as inactive or inconclusive.

SMILES	HT1080-NT tox	GLP-1R agonist	IL1B secr inh	HT1080 IDH1KD tx	D3 ag	SW480 rereplic	KB-3-1 tox	D3 antag	KB-V1 cytotox
Cc1sc2ncnc(N3CCC(C(=O)NNC(=O)c4ccc(Cl)cc4)CC3)c2c1C	-9%	-10%	-81*	-6%	9	3%	2%	14	?
CC(C)Oc1ccccc1C1NC(=O)CCC1[N+](=O)[O-] (stereo not drawn)	-2%	4%	25	1%	2	-7%	0%	-18	-1%
O=C(NCCCNC(=O)c1cc(Cl)ccc1Cl)c1ccco1	-1%	7%	6	11%	-6	-2%	-2%	-20	-4%
O=C(CSc1nnc(NC(=O)c2cccc(Cl)c2)s1)NCC1CCCO1 (stereo not drawn)	-15%	10%	11	-1%	5	-4%	/	9	/
CC(=O)N1CCN(C(=O)CCNS(=O)(=O)c2ccccc2)CC1	2%	-4%	14	2%	-5	15%	0%	9	0%
CC(C1CC1)N(Cc1ccccc1)C(=O)NC(=O)c1ccccc1 (stereo not drawn)	1%	-1%	-12	5%	3	-2%	17%	8	-18%
CCN(CC)/C(Sc1ccccc1)=C(/C(Cl)=C(Cl)Cl)[N+](=O)[O-]	10%	1%	-7	0%	-4	-4%	-11%	-5	-3%
COc1ccccc1OCCCCCCN1CCOCC1	-10%	3%	0	-3%	-14	-29%	-19%	-20	4%
Cc1cc(/C=C2/NC(=O)N(c3ccccc3)C2=O)c(C)n1C(C)C	27%	6%	0	6%	-12	2%	5%	-18	?
CC(C)N1CSC(=S)N(Cc2ccccc2)C1	1%	0%	-99*	0%	5	7%	-11%	-17	-23%
Cc1ccc(/C=C/c2ccc(N(C)C)cc2)[n+](C)c1	-30%	-2%	-2	?	1	-2%	2.1µM*	4	6%
CN1CCC(NC(=O)CCc2ccccc2)CC1	14%	-8%	0	6%	9	7%	1%	1	10%
S=C(Nc1ccc2nsnc2c1)NC1CCCCC1	23%	-7%	-15	17%	4	6%	-25%	-5	16µM*
O=C(NC1CCCCC1)[C@@H]1CSC2c3ccccc3C(=O)N21 (stereo partly drawn)	-2%	-4%	1	-4%	-4	1%	1%	-8	2%
COc1cc(/C=N/Nc2ccccc2)ccc1OC(=O)c1cccs1	-25%	-6%	6	?	-1	4%	16%	12	17%

Of the compounds above, two contain a thiophene ring, fused or not:
SMILES	HT1080-NT tox	GLP-1R agonist	IL1B secr inh	HT1080 IDH1KD tx	D3 ag	SW480 rereplic	KB-3-1 tox	D3 antag	KB-V1 cytotox
Cc1sc2ncnc(N3CCC(C(=O)NNC(=O)c4ccc(Cl)cc4)CC3)c2c1C	-9%	-10%	-81*	-6%	9	3%	2%	14	?
COc1cc(/C=N/Nc2ccccc2)ccc1OC(=O)c1cccs1	-25%	-6%	6	?	-1	4%	16%	12	17%

Next structures:
SMILES	HT1080-NT tox	GLP-1R agonist	IL1B secr inh	HT1080 IDH1KD tx	D3 ag	SW480 rereplic	KB-3-1 tox	D3 antag	KB-V1 cytotox
COc1ccc(NC(=O)c2ccco2)cc1NC(=O)c1c(F)c(F)c(OC)c(F)c1F	-7%	-7%	-5	-8%	-1	-6%	13%	0	-19%
Cc1cc(C(=O)NNC(=O)c2cccs2)nn1C(C)(C)C	-3%	0%	1	-3%	0	-2%	-7%	-1	-9%
O=C(N/N=C/c1ccco1)c1ccncc1	-1%	-11%	3	30%	5	-14%	1%	18	11%
Cc1cccc(C(=O)NNC(=O)C23CC4CC(CC(C4)C2)C3)c1O	?	1%	42	?	-6	?	?	-2	?
CCCNC(=O)c1cc2cc([N+](=O)[O-])ccc2s1	-14%	-3%	-1	-2%	-2	-1%	-44%	-25	-15%
O=C(CCCCCn1c(=S)[nH]c2cc3c(cc2c1=O)OCO3)N1CCN(Cc2ccccc2)CC1	-14%	-5%	30	-25%	3	?	-10%	-25	-26%
CC1CCN(CCCNC(=O)c2coc3nc4ccccc4nc23)CC1	0%	-10%	-11	1%	-1	8%	0%	-78*	14%
COc1ccc(/C=C2\N=C(c3ccccc3)N(c3ccc(C(=O)O)cc3)C2=O)cc1OC	4%	23%	13	-18%	8	71%	26%	-1	24%
O=C(CSC1=NC(=O)C(c2ccccc2)C(=O)N1)Nc1ccccc1Cl (stereo not drawn)	22%	-1%	15	25%	-2	-4%	-1%	0	2%
O=C(C[C@@H]1C/C=C\C[C@H](NC(=O)OCC2c3ccccc3-c3ccccc32)C(=O)OC[C@@H]2CCCN2C1=O)NCCO	-7%	10%	18	6%	0	-4%	11%	13	?
O=C(CCSc1nnc2ccccn12)Nc1ccc2c(c1)OCO2	26%	12%	-3	27%	9	-8%	0%	-6	?
COCC(=O)N1CCC(n2nccc2NC(=O)c2ccccc2OC)CC1	0%	-1%	4	-1%	-7	2%	0%	-17	-1%
COC(=O)C[C@H]1C[C@@H]2c3cc(NC(=O)Nc4ccc(F)cc4)ccc3O[C@@H]2[C@@H](CO)O1	21%	-4%	13	-10%	-4	/	0%	11	?
CC1CN(S(=O)(=O)c2ccc(C(=O)Nc3ccc(S(=O)(=O)N4CCOCC4)cc3)cc2)CC(C)O1 (stereo not drawn)	-5%	-1%	i	-1%	-1	-1%	-12%	10	-20%
Cc1ccc(C)c(N(CC(=O)NC2CCCC2)C(=O)c2cc3cc4cccc(C)c4nc3s2)c1	15%	-1%	-14	9%	7	-10%	13%	-25	1%
CN(C)CCN1C(=O)NC(C)(c2ccc([N+](=O)[O-])cc2)C1=O (stereo not drawn)	29%	3%	17	6%	2	23%	20%	16	0%
Fc1cccc(CN2CCCCCCC2)c1	0%	9%	4	?	-4	-7%	6%	-6	4%
COc1ccc(S(=O)(=O)N2CCN(Cc3ccco3)CC2)cc1	21%	3%	-14	16%	4	-4%	2%	7	-18%
O=C1CCCN1c1ccc(S(=O)(=O)Nc2cccnc2)cc1	-4%	3%	14	0%	10	5%	-4%	3	1%
Fc1ccc(COc2ccc(/C=N/n3cnnc3)cc2)cc1	-1%	5%	10	-3%	2	-9%	8%	10	-4%
Cc1cc(NC(=O)COc2ccccc2C)no1	5%	0%	12	23%	1	-6%	7%	63	18%
COc1ccc(-n2cnc3cc(C(=O)N4CCOCC4)ccc32)cc1	-4%	-4%	?	-6%	0	-7%	-3%	13	-2%
Cc1cc(C(=O)CSc2nc(N)cc(N)n2)c(C)n1CC1CCCO1 (stereo not drawn)	?	11%	29	-2%	0	14%	-3%	10	0%
CC(OC(=O)CCN=C1NS(=O)(=O)c2ccccc21)C(=O)Nc1ccc(N(C)C)cc1 (stereo not drawn)	14%	-1%	-6	5%	1	-16%	4%	32	-4%
Cc1ccc(C)c(OCC(O)CN2CCc3ccccc3C2)c1C (stereo not drawn)	?	19%	0	9.2µM*	-16	?	-1%	-115*	5%
COc1cccc(-n2c(Cc3cc(=O)[nH]c(=O)[nH]3)nnc2SCC(=O)N2CCCC2)c1	-2%	3%	5	-2%	-2	-1%	2%	16	22%
O=c1[nH]c(Nc2ccccc2)cc2ccccc12	2%	11%	-7	9%	-6	19%	5%	24	-14%
CCc1nccn1CCC(=O)N1CCCC(Nc2ccc(F)cc2)C1 (stereo not drawn)	8%	-6%	25	9%	-1	-7%	20%	-9	16%
COc1ccc(C(=O)N2CCN(c3ccc([N+](=O)[O-])c(-n4nc(C)cc4C)c3)CC2)cc1	10%	-7%	-26	5%	0	7%	?	6	?
Cc1ccccc1C(=O)NNC(=O)c1ccc(F)cc1	18%	5%	-19	8%	-3	2%	12%	-16	4%

Exported as a markdown table: two of the compounds above.
| smiles | HT1080-NT tox | GLP-1R agonist | IL1B secr inh | HT1080 IDH1KD tx | D3 ag | SW480 rereplic | KB-3-1 tox | D3 antag | KB-V1 cytotox |
| --- | --- | --- | --- | --- | --- | --- | --- | --- | --- |
| CCN(CC)/C(Sc1ccccc1)=C(/C(Cl)=C(Cl)Cl)[N+](=O)[O-] | 10% | 1% | -7 | 0% | -4 | -4% | -11% | -5 | -3% |
| Cc1cc(NC(=O)COc2ccccc2C)no1 | 5% | 0% | 12 | 23% | 1 | -6% | 7% | 63 | 18% |

The listing continues:
SMILES	HT1080-NT tox	GLP-1R agonist	IL1B secr inh	HT1080 IDH1KD tx	D3 ag	SW480 rereplic	KB-3-1 tox	D3 antag	KB-V1 cytotox
O=C(NC(=S)Nc1cccc([N+](=O)[O-])c1)C1CCCC1	-10%	14%	-23	1%	-5	-7%	-4%	-9	0%
CCOC(=O)CN1C(=O)N[C@@H](c2cccs2)C(C(C)=O)=C1C	0%	7%	17	-2%	-1	-9%	9%	-13	3%
COc1cccc(Nc2nnc(SCN3C(=O)c4ccccc4C3=O)s2)c1	-8%	10%	25	-21%	-11	-2%	0%	8	-7%
CC(=O)Nc1ccc(S(=O)(=O)N(C)CC(=O)N/N=C/c2cccc(O)c2)cc1	13%	3%	1	2%	1	1%	2%	-14	10%
CCCNC(=O)c1onc(CSc2ccccn2)c1C(=O)NCCC	1%	3%	-4	-6%	12	-16%[9.22 µM]	-3%	-6	-11%
COc1ccc(NC(C)=O)cc1NC(=O)c1cccc(C(F)(F)F)c1	14%	9%	82	19%	-6	-4%	13%	-16	-17%
CC(C)OCCCNC(=O)c1ccc(Br)cc1	-8%	-2%	3	-7%	2	-8%	20%	21	-10%
COc1ccc(-c2cc(NC=O)c3ncc(-c4cccc(C(=O)NCCN(C)C)c4)n3c2)cn1	-26%	3%	-26	-18%	-8	/	0%	-10	-4%
CCCCN(CC)CCCNC(=O)C1CCN(c2ncnc3c2sc2cccc(F)c23)CC1	21µM*	9%	-97*	21µM*	-7	?	25%	-21	-26%
O=C(CCC(=O)NC1CCCCC1)NCc1ccc(F)cc1	5%	-6%	37	-1%	0	-1%	3%	9	0%
CC(C)Nc1ncnc2c1ncn2[C@H]1CN(Cc2ccc3c(c2)OCO3)C[C@@H](CO)O1	13%	20%	3	0%	2	/	0%	26	4%
COc1ccc(C(=O)Oc2ccc(C(=S)N3CCOCC3)cc2)cc1	?	6%	27	7%	-2	-3%	?	14	0%

Assay outcomes: PubChem BioAssay, National Center for Advancing Translational Sciences (NCATS)
